# Screening data (PubChem BioAssay)
# A3G deaminase – blocks human APOBEC3G single-stranded DNA deamination; Q9HC16; recombinant A3G, ssDNA deamination FAM/TAMRA fluorescence; hit rate 0.28% among 330,000; inhibition, % at 20 µM; AID 493012;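 active = inhibition of at least 40% at 20 µM, with no more than 30% in the related APOBEC3A deaminase screen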;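 also: plate controls were DMSO wells with A3G for no effect and wells lacking A3G enzyme for full effect; some compounds called inactive have numbers as strong as hits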
# Target sequence (Q9HC16 whole entry, looked up): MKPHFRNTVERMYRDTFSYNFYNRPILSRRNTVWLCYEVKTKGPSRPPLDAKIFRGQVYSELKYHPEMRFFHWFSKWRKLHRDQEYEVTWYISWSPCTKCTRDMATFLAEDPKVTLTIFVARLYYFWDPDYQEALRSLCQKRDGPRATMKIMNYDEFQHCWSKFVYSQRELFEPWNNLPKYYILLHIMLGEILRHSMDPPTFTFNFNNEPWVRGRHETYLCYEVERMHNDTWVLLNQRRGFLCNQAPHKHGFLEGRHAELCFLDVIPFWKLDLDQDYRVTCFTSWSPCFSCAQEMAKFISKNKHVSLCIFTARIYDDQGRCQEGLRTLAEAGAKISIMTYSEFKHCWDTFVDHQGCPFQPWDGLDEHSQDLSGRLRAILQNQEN
# CXCR6 inh – inhibitors of human CXCR6 receptor | hit rate 0.36% among 360,000 | O00574 | CHO-K1 PathHunter CXCR6 beta-arrestin, luminescence | AID 602244 | inhibition, % at 20 µM; in the data active = inhibition above about 34%, passing the limit was not always enough;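 also: antagonist mode with CXCL16 agonist at 10 nM final; 0% = 10 nM CXCL16 with DMSO and 100% = unstimulated wells without agonist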
# Target sequence (O00574 whole entry, looked up): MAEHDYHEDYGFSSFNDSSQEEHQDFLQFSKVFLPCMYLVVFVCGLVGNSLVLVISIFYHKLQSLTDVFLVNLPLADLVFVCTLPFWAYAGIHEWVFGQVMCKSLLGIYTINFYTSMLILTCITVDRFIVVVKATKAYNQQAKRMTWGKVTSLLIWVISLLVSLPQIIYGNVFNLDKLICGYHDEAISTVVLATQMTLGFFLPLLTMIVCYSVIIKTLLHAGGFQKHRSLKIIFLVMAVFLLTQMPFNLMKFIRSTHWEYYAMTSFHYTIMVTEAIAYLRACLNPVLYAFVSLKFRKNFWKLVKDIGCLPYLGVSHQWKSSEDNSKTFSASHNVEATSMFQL
# EBI2 block – blocks human EBI2 receptor beta-arrestin signaling | P32249 | EBI2 beta-arrestin recruitment, luminescence, 7a,25-OHC stimulated | inhibition, % at 5 µM | hit rate 0.81% among 360,000; in the data active = inhibition above about 38%;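 also: enzyme fragment complementation signal reports receptor beta-arrestin coupling in cells; 0% = agonist plus DMSO wells and 100% = wells without agonist; some results beyond the cut were filed as inactive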
# NR3A LBD binder – modulates the human NR3A ligand-binding domain. hit rate 2.5% among 340,000. NR3A LBD differential scanning fluorimetry, Tm shift; 0% = protein alone, 100% = glycine-bound protein. Tm shift relative to glycine control, % at 25 µM. AID 1259313;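 active = melting temperature shift of at least 10% of the positive control shift, at one fixed dose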
# CCR6 antag – CCR6 (human) receptor antagonism; CHO-K1 CCR6 PathHunter beta-arrestin, luminescence, CCL20-stimulated; inhibition, % at 20 µM; hit rate 0.49% among 340,000; AID 493098;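 active = compounds whose inhibition of the agonist-driven luminescence signal at 20 µM reaches about 50%, limit read from the data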;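 also: cells stimulated with CCL20 at 14 nM final; plate controls were DMSO with CCL20 for no effect and DMSO without agonist for full effect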
# Target sequence (P51684 whole entry, looked up): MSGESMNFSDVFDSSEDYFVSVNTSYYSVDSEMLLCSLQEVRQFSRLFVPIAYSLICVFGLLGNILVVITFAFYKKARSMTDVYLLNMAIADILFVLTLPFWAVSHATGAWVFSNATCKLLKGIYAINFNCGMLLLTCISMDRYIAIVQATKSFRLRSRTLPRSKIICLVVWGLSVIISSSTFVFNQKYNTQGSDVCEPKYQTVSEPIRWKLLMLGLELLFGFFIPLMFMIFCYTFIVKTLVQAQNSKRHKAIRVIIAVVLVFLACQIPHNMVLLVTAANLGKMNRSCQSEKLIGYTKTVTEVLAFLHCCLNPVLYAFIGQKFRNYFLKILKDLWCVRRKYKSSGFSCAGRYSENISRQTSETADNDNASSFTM
# APOBEC3A inh – inhibitors of human APOBEC3A DNA deaminase; P31941; recombinant A3A, FAM/TAMRA ssDNA deamination fluorescence; inhibition, % at 20 µM; AID 493011; hit rate 0.41% among 330,000;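 active = at least 40% inhibition at 20 µM here, with at most 30% in a related deaminase screen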;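 also: plate controls were A3A with DMSO for no effect and wells lacking A3A enzyme for full effect; some results filed as inactive read as strong as hits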
# MPTP block – permeability transition pore inhibition; inhibition, % at 10 µM; hit rate 1.4% among 360,000; AID 602449; isolated mouse mitochondria, Ca2+ swelling absorbance, 30 min;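 active = inhibition of 50% or more, scaled per plate between neutral and stimulator controls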;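 also: 0% = DMSO wells given calcium and 100% = 1 mM EGTA wells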
# Gli-Sufu block – antagonists of Gli-Sufu signaling | inhibition, % at 5 µM | hit rate 0.74% among 340,000 | Sufu-KO-LIGHT fibroblasts, Gli luciferase reporter luminescence;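 active = inhibition above about 55%, limit read from the data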;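 also: 0% = DMSO-treated cells and 100% = wells with medium but no cells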
# * = called active by the depositor; · = not tested or not shown.
SMILES,A3G deaminase,CXCR6 inh,EBI2 block,NR3A LBD binder,CCR6 antag,APOBEC3A inh,MPTP block,Gli-Sufu block
Cc1ccc(C2CC(c3ccco3)n3ncnc3N2)cc1 (centres undefined),-8,0,4,-1,0,-2,-2.1,-5
Cc1nc(NCc2ccco2)c2cn[nH]c2n1,·,-6,6,0,2,·,-0.3,-4
Cc1ccc(C(=O)O/N=C/c2c(N3CCOCC3)n(C)c3ccccc23)cc1,1,-10,-11,-10,-40,-1,0.7,12
COc1ccccc1C(=O)NCC(=O)OC(C)C(=O)N1CCOCC1 (centres undefined),5,9,1,1,1,28,-2.4,0
COc1ccc(-c2csc(NC(=O)C3CCN(C(=O)c4ccc(F)cc4)CC3)n2)cc1OC,-5,-15,28,-1,11,-3,1.5,14
CC(=O)Nc1ccc(OCC(O)CN2CCN(Cc3ccccc3)CC2)cc1 (centres undefined),-6,4,-17,0,-10,-6,1.8,0
COc1cc(CNC(=O)c2cc3ccccc3oc2=O)cc(OC)c1OC,4,2,-22,0,2,-1,3.8,1
Cc1cc(OCC(=O)NNC(=O)c2cccs2)ccc1Br,-7,-2,-5,2,0,1,0.3,-26
Cn1c(NC(=O)c2cccs2)cc(=O)n(C)c1=O,-2,0,-15,0,-10,0,0.4,8
O=C(Cn1nnc(-c2ccccc2)n1)N1CCCCC1,5,6,0,0,-1,-1,0.4,-34
CCOC(=O)C1(CC)NC(c2ccc(OC)cc2OC)C2C(=O)N(C)C(=O)C21 (centres undefined),-5,-2,-4,-1,-2,0,-1.2,11
COc1ccc(OC)c(NC(=O)C(=O)NNC(=O)C23CC4CC(CC(C4)C2)C3)c1,-3,8,9,-2,19,-1,2.4,3
CC1CCCC(C)N1C(=O)C1CCCCC1 (centres undefined),-8,8,-5,0,15,-3,0.0,-6
COc1ccc(-c2nn3c(-c4ccc(F)cc4)nnc3s2)cc1,0,8,10,-2,-4,0,3.5,-7
NC(=O)CN1C(=O)C(O)(CC(=O)/C=C\c2ccc3c(c2)OCO3)c2ccccc21 (centres undefined),-6,-5,3,1,0,0,-0.5,-7

# Among those listed so far, 2 have fluorine:
SMILES,A3G deaminase,CXCR6 inh,EBI2 block,NR3A LBD binder,CCR6 antag,APOBEC3A inh,MPTP block,Gli-Sufu block
COc1ccc(-c2csc(NC(=O)C3CCN(C(=O)c4ccc(F)cc4)CC3)n2)cc1OC,-5,-15,28,-1,11,-3,1.5,14
COc1ccc(-c2nn3c(-c4ccc(F)cc4)nnc3s2)cc1,0,8,10,-2,-4,0,3.5,-7

# New compounds follow
SMILES,A3G deaminase,CXCR6 inh,EBI2 block,NR3A LBD binder,CCR6 antag,APOBEC3A inh,MPTP block,Gli-Sufu block
COc1ccc(CN(C)S(=O)(=O)c2nnc(NC(=O)c3cccc(F)c3)s2)cc1,-8,-2,9,7,8,-4,54*,-18
COc1cccc(N2C(=O)C3CCCN3C2=S)c1 (centres undefined),-4,-6,1,0,-4,-1,-1.3,4
Cc1ccc(Oc2nc3c(c(=O)n(C)c(=O)n3C)n2C)cc1C,-6,-5,-7,1,4,1,-1.9,1
CC(C)OCC(O)CN1CCC(Cc2ccccc2)CC1 (centres undefined),0,-1,6,1,-10,1,-1.1,14
CCCCN(C)S(=O)(=O)c1ccc(C(=O)Nc2nnc(-c3ccco3)o2)cc1,-3,-17,-8,-7,11,0,2.0,-3
CCN(CC)c1ccc(S(=O)(=O)N2CCOCC2)cc1NC(=O)c1cc(=O)c2ccccc2o1,-8,9,-9,-2,7,0,-2.7,11
Cc1nnc(SCC(=O)NC2CC2)s1,-7,1,-16,1,-4,-3,-0.6,4
COc1ccccc1/C=C/C(=O)c1cc(Br)ccc1OC(=O)c1ccco1,3,3,29,2,21,-1,57*,14
C=CCNC(=S)Nc1cccc2ccccc12,-6,0,-5,-1,2,-2,0.5,0
CCOc1ccc(S(=O)(=O)Nc2ccc(C(=O)N(C)CC(=O)Nc3ccc(OC)cc3)cc2)cc1,-5,12,-10,1,-11,0,-1.7,-4
Cc1nnc(SCCCCSc2nnc(C)c(=O)[nH]2)[nH]c1=O,-8,-2,-4,-1,6,-3,-0.5,0
O=C(CSc1ncn[nH]1)Nc1ccccc1-c1ccccc1,0,2,1,1,2,4,0.4,-1
O=C(CN1CCN(Cc2ccccc2)CC1)Nc1ccc(N2CCOCC2)cc1,-5,-1,-4,0,5,-3,0.5,0
O=C(Cc1nn[nH]n1)Nc1cc(Cl)cc(Cl)c1,-11,-5,2,-1,13,-9,0.4,4
CCOC(=O)C1(CCOC)CCN(Cc2ccc3nonc3c2)CC1,-1,-7,2,1,8,0,1.9,7
O=C(O)CCn1c(-c2ccccn2)nc2ccccc21,3,2,-3,0,4,13,0.4,-6
CCCNC(=S)N1CC2(C)CN(C(=O)C(=O)OCC)CC(C)(C1)C2=O,-4,1,-8,-1,-1,-1,-1.1,-18
CN(CC(=O)Nc1ccccc1Br)C(=O)c1cccn1C,-7,4,-2,0,14,0,1.4,-4
O=C(Nc1ccccc1)Nc1nc(-c2ccc(F)c(F)c2)cs1,-7,-9,10,28*,-5,0,28,-19
CCOC(=O)c1sc(NC(=S)NC(=O)C23CC4CC(CC(C4)C2)C3)cc1C,-7,17,7,4,37,-5,36,-33
CCOC(=O)C1CCN(Cc2cccc(OC)c2)CC1,-3,1,-6,1,-3,-1,-0.2,-8
CC(C)COP(=O)(CNC(=O)CN1C(=O)c2ccccc2S1(=O)=O)OCC(C)C,-1,3,-9,0,-6,2,1.1,-7
CC(=O)Nc1cc(Br)ccc1O,-13,1,-5,1,11,-2,-0.7,-2
CC(=O)NC(CC(=O)NC1CCCCCC1)c1ccccc1 (centres undefined),-4,-1,-3,-2,14,45*,-0.3,-9
Cc1cc(C)c(S(=O)(=O)/N=C2\C=CC(=O)C(Cl)=C2)c(C)c1,7,-4,7,12*,-9,7,-0.5,-4
Cc1ccc2cc(CN(CC3CCCO3)S(=O)(=O)c3cccc4nsnc34)c(=O)[nH]c2c1 (centres undefined),-3,-9,0,-1,-13,-1,-0.6,5
Cn1c(N)c(C(=O)COC(=O)CN2C(=O)c3ccccc3C2=O)c(=O)n(C)c1=O,1,-1,-4,0,11,-2,-0.1,-4
COc1ccc(-c2noc(-c3ccccc3C(=O)NCc3ccco3)n2)cc1,-4,-10,9,-1,12,-3,-1.1,-3
CC1CCCN(C(=S)Nc2ccc(Nc3ccccc3)cc2)C1 (centres undefined),-2,-13,15,-6,9,-3,0.0,9
Cc1cc2c(cc(C(=O)OC(C(=O)NC3CCCCC3)C(C)C)n2C)o1 (centres undefined),-7,-6,-18,2,33,0,0.5,9
O=C(NCCc1ccccc1)C(c1ccccc1F)N(C(=O)c1csnn1)C1CC1 (centres undefined),-4,6,-1,1,-15,-1,-1.4,11
COc1ccc(C(=O)N[C@H](C(=O)NCCc2ccc3c(c2)OCCO3)C(C)C)cc1,2,-2,-13,-1,-2,21,-0.6,-5
Cc1ccc(C)c(NC(=O)CCC(=O)N/N=C/c2ccc3c(c2)OCO3)c1,1,-2,2,0,-6,1,-1.0,-1
NC(=O)c1ccc(-n2nnnc2SCc2ccccc2)cc1,-6,-1,4,1,-7,-2,-1.3,7
COc1ccc(/C(N)=N/OC(=O)Cc2ccccc2[N+](=O)[O-])cc1,-4,-2,6,-4,-6,2,-0.4,25
CN(C)CCN[C@H]1CCC2C3CC=C4C[C@@H](O)CC[C@]4(C)C3CC[C@@]21C (some centres undefined),-9,-8,-6,1,21,-2,2.9,22
C[C@H]1COC(=O)[C@H](CC(=O)OC(C)(C)C)C/C=C\C[C@@H](CC(=O)N(CCO)Cc2ccccc2)C(=O)N1,-6,-1,5,0,6,-2,0.9,1
Cc1cccc(N2CCN(C(=O)CN(C)S(=O)(=O)c3ccc4c(c3)CCC(=O)N4)CC2)c1C,-6,-4,-3,0,-3,-3,-1.5,10
COc1cc(C2C3=C(Nc4nc(N)[nH]c(=O)c42)c2ccccc2C3=O)ccc1O (centres undefined),3,3,-5,-2,17,10,3.3,0
CC(=O)Nc1ccc(NC(=O)Cn2nc(C(=O)Nc3ccc(C)cc3)ccc2=O)cc1,-6,0,-14,1,9,-3,-2.1,-7
COc1ccc2nc(-c3ccccc3)cc(C(=O)N3CCC3)c2c1,-5,2,5,-2,-3,-2,0.3,8
NS(=O)(=O)c1ccc(NC(=O)COC(=O)c2cc3ccccc3oc2=O)cc1,4,1,-8,0,6,4,0.0,-9
CCOc1ccc(CN(C)CC(=O)NCc2ccccc2)cc1,-8,4,-8,-1,0,0,-1.5,-6
C1CCN2C[C@@H]3C[C@@H](CN4CCCC[C@@H]34)[C@H]2C1,·,-6,1,1,1,·,-1.1,-8
CCOc1cc(/C=C2\COc3ccccc3C2=O)cc(Br)c1OCC(=O)N(C)C,-7,17,-25,4,32,-1,0.1,14
O=C(c1ccc(Br)cc1)N1CCN(Cc2ccccc2)CC1,-4,-3,48*,-1,4,-4,0.9,1
COc1cccc(C(=O)/C=C/Nc2ccc(NC(C)=O)cc2)c1,-8,-1,4,7,50,-2,-1.5,-60
CC(C)Cc1nc(SCC(=O)N2CCCCC2)c2c(=O)n(C)c(=O)n(C)c2n1,-4,2,-9,1,13,5,-1.7,13
CCC1=NN(C(=O)c2ccccc2Br)C(O)(c2ccc(Br)cc2)C1 (centres undefined),-2,4,1,-3,26,3,0.4,-6
CC(C)CCOc1ccccc1C(N)=O,-7,1,-10,-2,1,-6,-0.8,1
O=C(CCNS(=O)(=O)c1ccc(OC(F)(F)F)cc1)NC1CC1,-6,-2,-3,1,10,-3,-0.6,0
COc1ccc(CCNC(=O)CN(C)S(=O)(=O)c2cccc3nsnc23)cc1OC,-3,-6,-7,-5,11,-4,-1.7,·
COc1ccc(-c2noc(CNC(=O)C(C)Oc3ccccc3)n2)cc1 (centres undefined),-3,6,6,0,0,-4,-0.6,-39
CCN(CC(=O)Nc1ccc(NC(C)=O)cc1)C(=O)c1cc(-c2ccccc2)nn1-c1ccccc1,-5,3,6,-1,4,4,-1.5,5
CCNC(=O)NC(=O)CSc1ccc(NC(C)=O)cc1,1,-8,7,1,15,0,1.0,-9
O=C(NCc1ccc(F)cc1)c1cccnc1,-3,8,9,0,-6,-3,0.0,17
COc1cc(C(=O)COC(=O)C2CC2(Cl)Cl)cc(OC)c1OC (centres undefined),-3,-3,2,3,12,-2,-1.1,8
CC(=O)NN1C(=O)/C(=C\c2ccc(C)cc2)SC1=S,-2,8,-15,0,18,2,-0.6,2
COc1cccc(NC(=O)COC(=O)C2CC(=O)N(c3ccc(C)cc3)C2)c1 (centres undefined),3,-6,4,-1,2,4,2.1,0
Cc1ccc2nc(SCC(=O)N(C)C3CCS(=O)(=O)C3)[nH]c2c1 (centres undefined),-8,-4,-8,-1,-7,-3,-2.5,-23

# Sorted by value in CCR6 antag (largest number first): three of the compounds above.
smiles	A3G deaminase	CXCR6 inh	EBI2 block	NR3A LBD binder	CCR6 antag	APOBEC3A inh	MPTP block
CC(=O)NN1C(=O)/C(=C\c2ccc(C)cc2)SC1=S	-2	8	-15	0	18	2	-0.6
CC(C)Cc1nc(SCC(=O)N2CCCCC2)c2c(=O)n(C)c(=O)n(C)c2n1	-4	2	-9	1	13	5	-1.7
O=C(CCNS(=O)(=O)c1ccc(OC(F)(F)F)cc1)NC1CC1	-6	-2	-3	1	10	-3	-0.6

# Next entries follow.
SMILES,A3G deaminase,CXCR6 inh,EBI2 block,NR3A LBD binder,CCR6 antag,APOBEC3A inh,MPTP block,Gli-Sufu block
CCC(CC)c1nnc(NS(=O)(=O)Cc2ccccc2)s1,-7,-3,4,-1,-14,-7,-1.7,1
COc1ccc(/C(C)=N/NC(=O)CNC(=O)c2cccnc2)c(OC)c1,-6,5,-3,-1,-8,-4,-0.1,8
COc1cc(CCCN2C(=O)C(=O)NC[C@@H]2CCCCN)cc(OC)c1OC,-8,-2,-3,3,-5,-2,-1.0,-2
C[C@H](CO)N1C[C@H](C)[C@@H](CN(C)C(=O)NC2CCCCC2)Oc2c(NS(=O)(=O)c3cn(C)cn3)cccc2C1=O,-5,3,6,0,0,-3,1.0,5
COc1ccc(/C=N\NC(=O)c2ccccc2)cc1COc1ccccc1,2,0,13,-3,23,2,-0.2,-3
Cc1ccc(NC(=O)c2ccc(NCCN)c([N+](=O)[O-])c2)cc1,-1,12,-2,-1,17,4,2.7,-21
